Source: PubChem BioAssay (National Center for Advancing Translational Sciences (NCATS))
rTrxR1 inhibitor = rat TrxR1 inhibition | O89049 | recombinant rTrxR1, NADPH fluorescence consumption, selenite substrate | Potency, µM (doses to about 114 µM), for the others: top-dose activity change, negative = inhibition, hits mostly inhibitors | actives 1% (n = 390,000); also: potency is read from the fitted curve at half-maximal effect; % is scaled to controls: 0 for no effect and ±100 for the full control effect; nearly all actives have a fitted effect of over 65% in size
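Rat TrxR1 (90 nM in the dispensed reagent) was pre-reduced with 400 uM NADPH for 5 min at room temperature, then incubated with compound for 15 min. After 400 uM selenite was added, NADPH fluorescence (Ex 340/Em 450 nm) was followed for 8 min.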
TRHR enhancer = allosteric enhancers of human TRH receptor. actives 0.66% (n = 360,000). enhancement, % at 2 µM. AID 493056. TRHR cells, fluo-8 calcium fluorescence, EC20 TRH enhancement; in the data active = enhancement above about 30%; also: 0% is about no effect
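TRHR-expressing cells loaded with fluo-8 calcium dye were read kinetically (ex 480/em 530) during compound addition, then stimulated with an EC20 of TRH (10 nM final). Enhancement of the Gq-mediated intracellular calcium response was scored.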
TrxR1 substrate = rat thioredoxin reductase 1 substrate activity | purified TrxR1 substrate turnover, NADPH consumption readout | actives 0.01% (n = 390,000) | Potency, µM (doses to about 114 µM), without a hit: at the top dose activity change, negative = substrate turnover; also: potency is read from the fitted curve at half-maximal effect; % is scaled to controls: 0 for no effect and ±100 for the full control effect; nearly all actives have a fitted effect of over 50% in size
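Rat TrxR1, dispensed at 90 nM, was prereduced with 400 uM NADPH (final) for 5 min at ~22 deg C, then incubated with compound 15 min before 400 uM selenite. A first-read NADPH fluorescence drop versus no-compound background flagged substrates.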
D2 agonist = activates the human D2 dopamine receptor. AID 485358. activation, % at 2 µM. actives 0.53% (n = 340,000). HEK293 T-REx D2 cells, calcium flux agonist mode;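 active = activation over 3 SD above normal in the single-dose calcium agonist read, cut at about 30% in these data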; also: 0% is about no effect
Target sequence (P14416 whole entry, looked up): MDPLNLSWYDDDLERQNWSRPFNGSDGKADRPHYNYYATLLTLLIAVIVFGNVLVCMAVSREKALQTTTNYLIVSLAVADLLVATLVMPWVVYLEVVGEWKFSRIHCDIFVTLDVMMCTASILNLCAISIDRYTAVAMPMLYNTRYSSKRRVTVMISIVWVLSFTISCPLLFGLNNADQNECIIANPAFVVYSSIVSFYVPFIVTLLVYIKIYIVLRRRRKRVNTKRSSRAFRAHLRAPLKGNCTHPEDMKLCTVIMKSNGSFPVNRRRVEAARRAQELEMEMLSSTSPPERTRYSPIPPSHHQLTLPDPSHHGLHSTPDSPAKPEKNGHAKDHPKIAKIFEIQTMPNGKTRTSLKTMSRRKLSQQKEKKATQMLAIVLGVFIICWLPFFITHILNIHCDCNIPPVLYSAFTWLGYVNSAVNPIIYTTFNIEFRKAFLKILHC
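Tetracycline-induced HEK293 Trex cells with D2 receptor force-coupled to calcium signaling, plated overnight at 30 C and loaded with no-wash calcium dye. Calcium flux read kinetically for 180 s after compound addition; responses flag agonists.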
USP1-UAF1 inh = inhibitors of human USP1/UAF1 deubiquitinase | actives 0.23% (n = 390,000) | recombinant USP1/UAF1, Ub-Rhodamine cleavage fluorescence | Potency, µM (doses to about 57.1 µM), without a hit: top-dose activity change, negative = inhibition, hits mostly inhibitors | AID 743255; also: potency is read from the fitted curve at half-maximal effect; % is scaled to controls: 0 for no effect and ±100 for the full control effect; nearly all actives have a fitted effect of over 60% in size; inactives centre near -12
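High-throughput fluorogenic screen: 1nM USP1/UAF1 complex, Ub-Rho substrate 150nM final, 50mM HEPES pH 7.8 with 0.5mM EDTA, 0.1 mg/ml BSA, 1mM TCEP and 0.01% Tween-20.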
PI4K2A block = inhibitors of human PI4K2A. Q9BTU6. AID 1346378. activity change, negative = inhibition, % at 76.9 µM. actives 0.13% (n = 420,000). purified PI4K2A, ADP-Glo luminescence, 1 h; hits give low values; in the data active = activity change below about -50%; inconclusive = mostly about -30% to -49%;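 also: -100% = wells without enzyme as full effect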
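PI4K2A activity was measured by ADP-Glo luminescence: enzyme (4 ug/mL stock) and phosphatidylinositol (1.2 mM stock) in Tris pH 7.5/MgCl2/EGTA/Triton X-100 buffer were reacted with ATP (300 microM stock) for one hour at ambient temperature.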
D2 antagonist = D2 dopamine receptor (human) antagonism; HEK293 TREx D2 cells, calcium flux, dopamine EC80; P14416; inhibition, % at 10 µM; actives 2% (n = 340,000); in the data active = inhibition above about 30%; also: 0% is about no effect
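Calcium flux kinetic readout in an inducible HEK293 TREx D2 line plated overnight at 30 C. After 180 s compound exposure, an EC80 dopamine challenge follows with another 180 s kinetic read to detect antagonism.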
mIDH1 inhibitor = human IDH1 R132H inhibition. O75874. IDH1-R132H enzyme, NADPH consumption, diaphorase/resazurin fluorescence. Potency, µM (highest dose often 76.6 µM), for inactives: at the highest dose activity change, negative = inhibition, actives largely listed as inhibitors. actives 0.093% (n = 390,000). AID 602179; also: potency is read from the fitted curve at half-maximal effect; % is scaled to controls: 0 for no effect and ±100 for the full control effect; nearly all actives have a fitted effect of over 65% in size
Target sequence (O75874 whole entry R132H, stated change not applied): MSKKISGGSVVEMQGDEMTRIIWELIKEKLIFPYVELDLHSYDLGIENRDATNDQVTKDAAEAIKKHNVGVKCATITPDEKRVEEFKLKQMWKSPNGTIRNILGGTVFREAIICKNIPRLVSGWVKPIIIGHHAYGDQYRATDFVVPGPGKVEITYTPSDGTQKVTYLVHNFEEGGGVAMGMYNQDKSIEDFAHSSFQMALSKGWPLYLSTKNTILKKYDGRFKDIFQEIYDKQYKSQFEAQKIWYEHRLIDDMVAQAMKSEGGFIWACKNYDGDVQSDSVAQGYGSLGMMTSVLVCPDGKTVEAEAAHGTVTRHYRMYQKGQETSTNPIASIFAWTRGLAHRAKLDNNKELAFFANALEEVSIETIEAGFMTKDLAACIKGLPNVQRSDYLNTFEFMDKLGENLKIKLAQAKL
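IDH1-R132H (0.5 ug/mL) preincubated 30 min with compound, then NADPH (0.016 mM) and alpha-KG (2 mM) added; 80 min at RT, pH 7.5. Remaining NADPH coupled via diaphorase/resazurin to fluorescence (540/590 nm); concentration-response curves normalized to no-enzyme control.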
TRHR ag = agonists of human TRH receptor; P34981; TRHR cells, calcium flux fluo-8, FDSS agonist mode; activation, % at 2 µM; actives 0.18% (n = 360,000); in the data active = activation above about 30%; also: 0% is about no effect
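In this calcium-flux screen, cells bearing human TRHR are dye-loaded with fluo-8, baselined for 10 cycles, then exposed to library compounds; positive kinetic calcium responses during the agonist phase mark hits, with TRH as control.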
Numbers without * were called inactive; ? = inconclusive; . = no result given; & = joins results of further samples; [ ] = remark or other dose. Unless noted, calls follow the shape of the dose curve; as a rule, active = well fitted inhibition curve with a large enough effect; inconclusive = small, poorly fitted or top-dose-only effect; inactive = no such curve, though single readings can be large or run the other way.

Under each structure – USP1-UAF1 inh | D2 agonist | mIDH1 inhibitor | PI4K2A block | D2 antagonist | TRHR enhancer | TrxR1 substrate | TRHR ag | rTrxR1 inhibitor
- Cc1ccc(NC(=O)C/C(N)=N/O)cc1Cl
→ -20% | 0.4 | 12% | 3 | 4 | -11 | 4% | -0.3 | 26%
- Cc1ccc(N2CCN(C3=NC(=O)/C(=C\c4cn[nH]c4-c4ccccc4)S3)CC2)cc1
→ -19% | 0.7 | 2% | 2 | -6 | -7 | 6%[57.1 µM] | 0.6 | 9%[57.1 µM]
- Cc1cc(C)c(NS(=O)(=O)c2cc(-c3onc(C)c3C)ccc2C)c(C)c1
→ 20% | 0.0 | -11% | -1 | . | -6 | 1%[57.1 µM] | -0.1 | 3%[57.1 µM]
- COC(=O)c1ccc(NC(=O)CCc2c(C)nc3c(c(C)nn3-c3ccc(C)cc3)c2C)cc1
→ 2% | 0.8 | . | -2 | . | 0 | 51%[activator] | 1.4 | -16%
- COc1ccc(Cl)c(NC(=O)C/C(C)=N/NC(=O)CCc2ccccc2)c1
→ ? | -0.5 | 4% | 9 | 2 | -11 | 5% | -0.2 | 4%
- COc1ccc(S(=O)(=O)N(CC(=O)O)c2ccc(C)cc2)cc1
→ -8% | . | -3% | 2 | . | 1 | 2%[57.1 µM] | 0.1 | -7%[57.1 µM]
- COc1ccc(OC)c(CNC(=O)C(C)n2nc(C)c3c(C)n(-c4ccccc4)nc3c2=O)c1 (stereo unspecified)
→ 1% | . | -12% | -5 | . | -4 | 5% | -0.2 | 10%
- CCN(CC)S(=O)(=O)c1cc(NC(=O)C2CC(=O)N(Cc3ccccc3)C2)ccc1Cl (stereo unspecified)
→ -17% | 0.8 | -11% | -2 | 9 | -3 | -1% | -0.1 | 12%
- Cc1ccc(CC(CC(=O)O)C(=O)NCC23CC4CC(CC(C4)C2)C3)cc1 (stereo unspecified)
→ -11% | -0.8 | -1% | -2 | -7 | -2 | 4%[57.1 µM] | 0.1 | 9%[57.1 µM]
- COCCNC(=O)C1CC(=O)N(C2CCCC2)C1 (stereo unspecified)
→ 2% | -0.5 | -4% | 0 | 7 | 7 | 3% | 1.4 | 7%
- CC(C)NC(=O)CN1C(=O)c2ccccc2S1(=O)=O
→ -16% | -1.1 | 19% | 2 | -6 | -2 | 7%[57.1 µM] | 0.2 | 22%[57.1 µM]
- CCCC(=O)c1cc(F)c(N2CCOCC2)cc1C
→ -15% | . | 6% | -1 | . | 20 | 7%[57.1 µM] | 0.9 | 13%
- COc1ccc(/C=C/C(=O)Nc2cccc(S(=O)(=O)NC3=NCCCCC3)c2)c(OC)c1
→ -7% | -0.2 | -7% | -1 | 17 | 1 | 5% | 0.1 | 10%
- CC(=O)Nc1ccc(S(=O)(=O)NCc2nc(-c3ccccc3C)no2)cc1
→ -8% | 3.5 | -7% | 7 | -3 | 1 | -1% | -0.4 | -2%
- CCCCC(NC(=O)Cc1c(C)c2cc3c(C)c(C)oc3c(C)c2oc1=O)C(=O)O (stereo unspecified)
→ -16% | -1.7 | 17% | 0 | -3 | 12 | 14% | 0.4 | -20%
- COCCN1C(=O)N[C@@H](c2cccc(F)c2)C(C(=O)OC)=C1C
→ -27% | 0.7 | 0% | -2 | -5 | 5 | 3% | 0.5 | 6%
- COc1ccc(C2C(C#N)=C(N)N(N(C)C)C3=C2C(=O)CC(C)(C)C3)cc1 (stereo unspecified)
→ -11% | -0.3 | 0% | 0 | -5 | 4 | -2% | -0.1 | 5%
- O=C(NCCc1csc(-c2ccccc2)n1)c1ccco1
→ -19% | -0.6 | 3% | 7 | -8 | 2 | -4% | -0.4 | -6%
- Cc1cc(C)nc(SCc2nnc(SCC#N)n2-c2cccc(Cl)c2)n1
→ -10% | -1.1 | -3% | 8 | 2 | 2 | 10% | -0.1 | 16%
- Cc1cc(C)cc(NC(=O)c2sc3nc[nH]c(=O)c3c2C)c1
→ 7% | . | 3% | -1 | . | -2 | 3%[57.1 µM] | -1.1 | 29%[57.1 µM]
- CCCN(C(=O)c1cc2c(s1)-c1ccccc1OC2)c1ccccc1F
→ ? | 0.1 | -21% | -4 | . | -4 | 38%[activator] | 0.6 | 66%[activator]
- O=C(Nc1nc(-c2cccnc2)cs1)c1ccccc1[N+](=O)[O-]
→ -16% | -0.6 | -3% | -7 | 16 | -6 | 8%[57.1 µM] | 0.1 | 22%[57.1 µM]
- CC1(C)CC(=O)C(Sc2ccccc2)=C(O)C1
→ -10% | 0.1 | 0% | 4 | -2 | 0 | -12% | 0.4 | 5%
- Cc1cccc(-c2nc(CS(=O)CC(=O)N3CCCCC3)c(C)o2)c1 (stereo unspecified)
→ -4% | -0.2 | 0% | 1 | 12 | 0 | 9% | -0.3 | ?
- COc1cc(C)c(Cl)cc1S(=O)(=O)NCc1ccccn1
→ -17% | -0.5 | -3% | 0 | 0 | -1 | 3% | 0.3 | 12%
- COC(=O)c1ccc(C2/C(=C(/O)c3ccc(Cl)cc3)C(=O)C(=O)N2C2CCS(=O)(=O)C2)cc1 (stereo unspecified)
→ -2% | 0.2 | 10% | 0 | 3 | 0 | -4% | 0.6 | -3%
- CC(C)C(NC(=O)c1ccc(F)cc1)C(=O)N1CCN(c2ccccn2)CC1 (stereo unspecified)
→ -16% | . | -5% | -5 | . | . | 24% | . | 38%[activator]
- Cc1[nH]nc2c1C1(CCC(c3ccccc3)CC1)C(C#N)=C(N)O2 (stereo unspecified)
→ -15% | -0.5 | -2% | 3 | -12 | 6 | -4% | 0.2 | 4%
- CCOC(=O)c1ccc(NC2=CC(c3ccc(F)cc3)N(c3ccc(C(=O)OCC)cc3)C2=O)cc1 (stereo unspecified)
→ -12% | . | -9% | 1 | . | 9 | 17% | 2.3 | 21%
- COc1ccccc1C(C)Nc1nc(-c2cccnc2)nc2ccccc12 (stereo unspecified)
→ ? | -0.9 | ? | 0 | -18 | 15 | 5% | -0.4 | 17%
- CCN(c1ccccc1)S(=O)(=O)c1ccc(OCc2c(C)noc2C)cc1
→ -5% | 0.4 | 7% | 3 | -4 | -1 | -7%[57.1 µM] | 0.8 | -5%[57.1 µM]
- COc1cc(-c2c(C(C)=O)c(C)nc3c2C(=O)c2ccccc2-3)cc(OC)c1OC
→ -9% | -2.4 | 4% | 0 | 11 | -9 | -2% | 0.0 | -1%
- O=C1CCC[C@H]2c3[nH]c4ccccc4c3CCN12
→ -10% | . | -16% | -7 | . | . | 1% | . | 8%
- C=CCNC(=O)C1CC2Cn3c(nc4cc(C)c(C)cc43)C2N1C (stereo unspecified)
→ -26% | 0.1 | -2% | -3 | -7 | -5 | 3% | -0.2 | 20%
- Cc1cccc(C(=O)OCC(=O)N2CCCC2=O)c1[N+](=O)[O-]
→ -18% | -1.0 | 3% | -3 | -11 | 4 | -1% | 0.3 | 1%
- O=C(c1ccccc1C(=O)N1CCN(c2ccc(F)cc2)CC1)N1CCN(c2ccc(F)cc2)CC1
→ 2% | -0.5 | 1% | -4 | 11 | -7 | -4% | -0.5 | -22%[57.1 µM]
- Cc1ccccc1Oc1cc(NC(=O)Cn2cnc([N+](=O)[O-])c2)cc([N+](=O)[O-])c1
→ -7% | 2.0 | -3% | 5 | -3 | -7 | -4% | 0.3 | 14%
- Cc1ccc(-c2cc(C(=O)NCCCN3CCCC3)c3ccccc3n2)cc1C
→ -5% | -0.6 | 9% | -10 | -39 | 15 | 89%[activator] | 2.2 | -8%
- CCOC(=O)c1c(CSc2ccccc2)n(C)c2cc(Br)c(OCC(O)CNC(CO)(CO)CO)cc12 (stereo unspecified)
→ ? | -8.1 | 3% | -2 | -5 | 3 | -1% | 0.0 | -1%
- Cc1nc2scc(C)n2c(=O)c1S(=O)(=O)Nc1ccc(N2CCN(S(C)(=O)=O)CC2)cc1
→ -19%&-21% | -0.1&0.2 | 16%&13% | 3&-2 | 15 | -3&-2 | -4%[57.1 µM] | 0.3&-0.2 | 9%[57.1 µM]
- Cn1c(-c2ncc(F)cc2F)cc2onc(-c3c(F)cccc3Cl)c2c1=O
→ 1% | . | 5% | -7 | . | . | 12% | . | 39%[activator]
- COc1ccc2occ(C(C)=O)c2c1
→ -23% | 0.8 | 3% | 0 | 11 | -3 | 6% | -0.1 | 14%
- CCC(C)NC(=O)c1sc2nc(C)c(C(=O)Nc3ccc(C)cc3C)c(-c3ccc(Br)cc3)c2c1N (stereo unspecified)
→ -25% | 1.2 | 0% | 2 | . | 4 | 7% | -0.6 | 14%
- Cc1noc(C)c1NC(=O)N(C)C[C@H]1Oc2ccc(NC(=O)C3CC3)cc2C(=O)N([C@H](C)CO)C[C@@H]1C
→ -8% | . | 6% | -3 | . | . | 11% | . | 10%[57.1 µM]
- CC(NC(=O)c1ccc(N(C)C)cc1)c1ccc(F)cc1 (stereo unspecified)
→ -22% | 0.2 | 14% | 3 | 4 | -3 | 1% | -0.3 | -2%
- CCOC(=O)N1CCC(NC(=O)C(CC(C)C)NC(=O)C2CCCCC2)CC1 (stereo unspecified)
→ -21% | 0.8 | 5% | -3 | 1 | -9 | 9% | -0.4 | 22%
- O=C(O)CCN=C1CCCc2ccccc2N1
→ -13% | 0.5 | -3% | 8 | -3 | -4 | 3% | -0.2 | 15%
- CN1C(=O)C2C3c4ccccc4C(c4ccccc43)[C@@H]2C1=O (stereo partly specified)
→ -11% | -1.6 | -8% | -1 | 12 | 8 | -4% | 0.5 | 11%

Single records, from the list above.
Entry for O=C(O)CCN=C1CCCc2ccccc2N1 = USP1-UAF1 inh = -13%; D2 agonist = 0.5; mIDH1 inhibitor = -3%; PI4K2A block = 8; D2 antagonist = -3; TRHR enhancer = -4; TrxR1 substrate = 3%; TRHR ag = -0.2; rTrxR1 inhibitor = 15%
Entry for Cc1noc(C)c1NC(=O)N(C)C[C@H]1Oc2ccc(NC(=O)C3CC3)cc2C(=O)N([C@H](C)CO)C[C@@H]1C = USP1-UAF1 inh = -8%; D2 agonist = .; mIDH1 inhibitor = 6%; PI4K2A block = -3; D2 antagonist = .; TRHR enhancer = .; TrxR1 substrate = 11%; TRHR ag = .; rTrxR1 inhibitor = 10%[57.1 µM]
